High-throughput results as filed in PubChem.
RGS4 block: human RGS4 inhibition | AID 463165 | HEK293 M3R/RGS4 inducible, Fluo-4 calcium flux; hits give high values; triggered by carbachol at its EC20 | 0.45% of 310,000 active | B-score at 10 µM | P49798;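 active = B-score, a plate-corrected calcium signal, over three deviations above library mean, with baseline fluorescence within five deviations of library mean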;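 note: RGS4 expression induced by doxycycline in cells with stable M3 receptor; B-score is computed from the integrated fluorescence ratio over baseline after carbachol; higher B-score means a larger calcium signal and so more RGS4 inhibition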
Target sequence (P49798 whole entry, looked up): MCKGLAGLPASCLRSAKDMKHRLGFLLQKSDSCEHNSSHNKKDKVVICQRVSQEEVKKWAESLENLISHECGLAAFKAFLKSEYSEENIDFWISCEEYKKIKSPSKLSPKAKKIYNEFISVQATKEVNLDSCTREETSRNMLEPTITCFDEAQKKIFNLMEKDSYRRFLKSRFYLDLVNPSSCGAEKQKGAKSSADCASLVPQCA
TMEM16A act: activates or potentiates the mouse TMEM16A chloride channel; Q8BHY3; HEK293 TMEM16A/YFP-H148Q/I152L, iodide quench fluorescence; hits give low values; B-score at 10 µM; 0.3% of 340,000 active;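 active = fluorescence-ratio B-score plate-corrected deviation score at least 3 library SD below zero, with starting fluorescence score within 5 deviations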;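 note: channel opened by trigger with iodide after compound preincubation; score built on the fluorescence ratio of max minus min over baseline; more negative score means more quench and so TMEM16A activation or potentiation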
MrgX1 agonist: agonists of human MrgX1 receptor; Q96LB2; B-score at 10 µM; MrgX1-HEK293 cells, Fluo-4 calcium fluorescence, agonist mode; hits give high values; 0.44% of 310,000 active;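 active = calcium response B-score plate-corrected fluorescence ratio at least 3 library SD, with starting fluorescence B-score inside 5 SD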
Target sequence (Q96LB2 whole entry, looked up): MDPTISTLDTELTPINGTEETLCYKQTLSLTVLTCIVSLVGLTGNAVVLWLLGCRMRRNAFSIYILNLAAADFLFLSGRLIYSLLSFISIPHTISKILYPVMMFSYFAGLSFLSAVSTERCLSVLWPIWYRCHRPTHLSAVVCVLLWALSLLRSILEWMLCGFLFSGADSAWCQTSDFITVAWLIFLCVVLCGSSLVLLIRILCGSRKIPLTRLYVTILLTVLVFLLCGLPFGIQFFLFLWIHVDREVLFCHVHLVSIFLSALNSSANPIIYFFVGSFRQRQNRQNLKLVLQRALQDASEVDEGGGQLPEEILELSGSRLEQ
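Material: MrgX1-expressing HEK293 cells; input: 15,000 cells per well; doses: test compound given as first of three sequential additions; schedule: overnight plating before 1 h dye loading; technique: Fluo-4 NW calcium-flux fluorescence, kinetic read; evaluation: baseline-normalised fluorescence change ratio, B-scored; control set: plate-wise positive and negative controls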
HDAC3 inhib: inhibitors of human histone deacetylase 3. 0.15% of 320,000 active. AID 2718. recombinant HDAC3, fluorogenic peptide/trypsin coupled, fluorescence. O15379. inhibition, % at 8.3 µM; in the data active = inhibition above about 26%, passing the limit was not always enough; inconclusive = no clear call, values can overlap the other calls
Target sequence (O15379 whole entry, looked up): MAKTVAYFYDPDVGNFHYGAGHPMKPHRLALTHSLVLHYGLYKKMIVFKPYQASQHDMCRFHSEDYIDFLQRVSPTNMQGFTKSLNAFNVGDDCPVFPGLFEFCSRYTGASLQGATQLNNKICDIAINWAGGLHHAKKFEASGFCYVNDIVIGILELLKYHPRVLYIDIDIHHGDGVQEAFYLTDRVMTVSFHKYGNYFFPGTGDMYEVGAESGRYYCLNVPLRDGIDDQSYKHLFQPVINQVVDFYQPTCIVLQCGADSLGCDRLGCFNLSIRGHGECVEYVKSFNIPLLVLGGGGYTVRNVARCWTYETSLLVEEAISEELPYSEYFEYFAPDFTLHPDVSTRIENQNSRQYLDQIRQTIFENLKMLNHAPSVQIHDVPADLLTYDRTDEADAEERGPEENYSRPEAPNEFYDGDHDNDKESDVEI
TMEM16A inh: mouse TMEM16A channel inhibition, primary screen. Q8BHY3. HEK293 TMEM16A/YFP iodide influx fluorescence, ionomycin. normalized B-score (activity score, 25-100; higher = stronger inhibition) at 10 µM. 1.2% of 310,000 active. AID 588511;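 active = ratio plate-corrected score three or more library SD toward inhibition, starting fluorescence score within five deviations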;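 note: score derived from kinetic fluorescence span divided by baseline fluorescence per well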
MrgX1 antag: human MrgX1 receptor antagonism, primary screen; Q96LB2; MRGX1-HEK293 calcium flux, Fluo-4, BAM8-22 antagonism; hits give low values; B-score at 10 µM; 1.3% of 310,000 active; AID 588676;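 active = calcium-response B-score plate-corrected more than 3 library SD below zero, starting fluorescence within 5 deviations, no agonist response on first addition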;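 note: peak minus trough fluorescence over baseline after final BAM8-22 challenge near maximal dose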
TRPC6 activator: activates the mouse TRPC6 cation channel; Q61143; HEK293-TRPC6 membrane potential dye fluorescence; hits give high values; B-score at 10 µM; 0.13% of 310,000 active;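 active = B-score of the integrated fluorescence ratio above library mean plus 3 SD, and starting fluorescence ratio within library mean plus 5 SD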;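 note: higher score means more depolarization so channel activation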
RGS4 pot: RGS4 potentiation or activation. HEK293 M3R/inducible RGS4, carbachol calcium flux Fluo4; hits give low values. B-score at 10 µM. 0.92% of 310,000 active. AID 463111;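 active = B-score of the integrated calcium signal more than 4 SD below the library mean, with starting fluorescence not abnormally high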;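 note: negative B-score means reduced calcium response which marks RGS4 activation or potentiation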
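Test system: HEK293 cells with stable M3R and inducible RGS4; also added: carbachol at ECmax as muscarinic agonist stimulus; schedule: dye loading 30 min 37 °C, buffer rest 30 min RT; technique: kinetic calcium fluorescence imaging with Fluo4-AM dye, 2 µM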
SKKanGAS inh: blocks kanamycin growth of S. pyogenes SKKanGAS strain. BacTiter-Glo, 6 h. inhibition, % at 7.5 µM. 1.3% of 300,000 active. AID 1662;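 active = mean replicate score, as percent of positive control median, at least 50; inconclusive = mean below 50 but one replicate at or above 50; inactive = mean and every replicate below 50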;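 note: strain carries kanamycin resistance gene driven by streptokinase promoter and grows in 40 µg/ml kanamycin; loss of luminescence reflects streptokinase promoter inhibition or plain growth inhibition; 0% = median of DMSO wells and 100% = positive control at its reference dose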
MrgX1 allo act: human MrgX1 positive allosteric modulation, primary screen; MrgX1-HEK293, Fluo-4 calcium flux, FDSS; hits give high values; B-score at 10 µM; 0.63% of 310,000 active; AID 588675;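 active = plate-corrected calcium response at least 3 library SD above typical, normal starting fluorescence, not activating the receptor alone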;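 note: compound read alongside a low EC10 to EC30 dose of BAM8-22 agonist; peak minus trough fluorescence over baseline measured at the second addition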
TRPC6 inh: blocks the mouse TRPC6 cation channel; B-score at 10 µM; Q61143; HEK293-TRPC6, membrane potential dye, ACh-evoked depolarization; hits give low values; 1.1% of 310,000 active;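 active = B-score under library mean minus 3 SD, initial fluorescence not abnormally high, positive integrated signal ratio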;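 note: B-score derived from integrated fluorescence ratio over the kinetic read; more negative B-score means stronger inhibition of depolarization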
* hit, by the source's call; i = inactive; ? = inconclusive; nt = not tested or not shown.

Start of the data: the first 2 entries as a preview:
SMILES	RGS4 block	TMEM16A act	MrgX1 agonist	HDAC3 inhib	TMEM16A inh	MrgX1 antag	TRPC6 activator	RGS4 pot	SKKanGAS inh	MrgX1 allo act	TRPC6 inh
CCCCCCC1CCC(C(=O)N2CCOCC2)CC1 (centres undefined)	i	i	i	6.8	i	i	i	i	0.6	i	i
COCc1nnc(NC(=O)c2cc(OC)c(OC)cc2[N+](=O)[O-])s1	i	i	i	1.8	i	i	i	i	4.5	i	i

All compounds of this part, previewed entries included:
SMILES	RGS4 block	TMEM16A act	MrgX1 agonist	HDAC3 inhib	TMEM16A inh	MrgX1 antag	TRPC6 activator	RGS4 pot	SKKanGAS inh	MrgX1 allo act	TRPC6 inh
CCCCCCC1CCC(C(=O)N2CCOCC2)CC1 (centres undefined)	i	i	i	6.8	i	i	i	i	0.6	i	i
COCc1nnc(NC(=O)c2cc(OC)c(OC)cc2[N+](=O)[O-])s1	i	i	i	1.8	i	i	i	i	4.5	i	i
CCNc1nc2nc3ccc(C)cn3c(=O)c2cc1C(=O)NCC1CCCO1 (centres undefined)	i	i	i	-475.9	i	i	i	i	-7.3	i	i
Cc1cc(C)cc(N(C(=O)c2ccc3c(c2)OCO3)C2C=CS(=O)(=O)C2)c1 (centres undefined)	i	i	i	5.3	i	i	i	i	1.1	i	i
CCCCNC(=O)N1CCN(c2ncccn2)CC1	i	i	i	-2.0	i	i	i	i	-14.5	i	i
COCCNC(=O)C(c1ccc(Cl)cc1)N(C(=O)Cn1nnc2ccccc21)c1cccnc1 (centres undefined)	i	i	i	-0.5	i	i	i	i	-3.9	i	i
COC(=O)CSc1nnc(CCc2nc3ccccc3[nH]2)n1C	i	i	i	0.2	i	i	i	i	-2.3	i	i
CN(C)/C=C/C(=O)c1ccc(Cl)c([N+](=O)[O-])c1	i	i	i	1.4	i	i	i	i	6.3	i	i
COC(=O)CC(=O)CSc1nc2c(cc1C#N)CCCCC2	i	i	i	-6.0	i	i	i	i	-1.7	i	i
COc1ccccc1C(C)NCC(=O)Nc1ccccc1C(F)(F)F (centres undefined)	i	i	i	-6.2	i	i	i	i	-1.0	i	i
O=C(COc1ccc(Br)cc1)N1CCc2ccccc2C1	i	i	i	-0.3	i	i	i	i	11.4	i	i
COCCNC(=O)c1ccccc1NC(=O)Nc1ccccc1	i	i	i	-1.6	i	i	i	i	0.7	i	i
COc1ccc(N2CCN(C(=O)CN3C(=O)COc4ccccc43)CC2)cc1	i	i	i	0.2	i	i	i	i	-5.4	i	i
CN(C)CCCNc1cc(C(C)(C)C)nc2c(-c3ccccc3)cnn12	i	i	i	?	i	i	i	i	28.7	i	i
O=C(NCc1ccccn1)C1Nc2ccc(OC(F)(F)F)cc2C2C=CCC12 (centres undefined)	i	i	i	1.1	i	i	i	i	3.0	i	i
COCc1cc(=O)n2[nH]c(-c3cccs3)cc2n1	i	i	i	-5.5	i	i	i	i	6.3	i	i
O=C(Nc1ccncc1)Nc1ccc(Cl)cc1	i	i	i	-1.2	i	i	i	i	-9.1	i	i
Nc1nc(-c2ccc(Cl)cc2)nn1C(=O)c1cccs1	i	i	i	-1.1	i	i	i	i	-2.1	i	i
O=C(Cc1ccccc1)NCCCc1ccccc1	i	i	i	-3.7	i	i	i	i	1.5	i	i
C[n+]1cccc(O)c1SCc1ccccc1	i	i	i	5.3	i	i	i	i	-2.7	i	i
CCOC(=O)c1c(C)n(C)c2ccc(OC)c(NS(=O)(=O)CC)c12	i	i	i	0.4	i	i	i	i	0.1	i	i
COc1cc(C=O)ccc1Oc1nc(Nc2ccc(F)cc2F)nc(N2CCOCC2)n1	i	i	i	-13.7	i	i	i	i	33.5	i	i
COCCNC(=S)NNc1ccccc1[N+](=O)[O-]	i	i	i	1.1	i	-5.12*	i	i	-0.1	i	i
Cc1ccc(N2CCN(c3ccc(C)cc3)C2c2cccnc2)cc1	i	i	i	4.7	25*	i	i	i	8.3	i	i
O=C(Cc1ccc(Cl)cc1Cl)Nc1cccc(S(=O)(=O)Nc2ccccc2F)c1	i	i	i	-3.9	i	i	i	i	46.1	i	i
CC[C@H](C)[C@H](NC(N)=O)C(=O)Nc1ccccc1F	i	i	i	5.0	i	i	i	i	-1.4	i	i
COC(=O)c1ccccc1NC(=O)COc1ccc2c(c1)OCO2	i	i	i	-3.6	i	i	i	i	10.4	i	i
O=C(CCN1C(=O)/C(=C\c2cccs2)SC1=S)NC1=NCCS1	i	i	i	-1.8	i	i	i	i	1.6	i	i
Cc1ccn(CCC(=O)O)n1	i	i	i	0.8	i	i	i	i	-0.5	i	i
CC(C)CNC(=O)COc1ccc(Sc2ccc(OCC(=O)NCC(C)C)cc2)cc1	i	i	i	0.2	i	i	i	i	-1.6	i	i
Cc1ccccc1NC(=S)N(CCN(C)C)C(C)c1ccco1 (centres undefined)	i	i	i	2.5	i	i	i	i	-1.3	i	i
Cc1nc(-c2ccc(Cl)cc2)sc1C1(C)CC(c2ccccc2Br)=NO1 (centres undefined)	i	i	i	-4.7	i	i	i	i	-0.3	i	i
CCC(C)NC(=O)CN1C(=O)NC2NC(=O)NC21 (centres undefined)	i	i	i	nt	i	i	i	i	-15.2	i	i
O=C(O)c1oc2ccccc2c1CN1CCN(c2ccccc2)CC1	i	i	i	0.4	i	i	i	i	0.1	i	i
COc1cccc(C(=O)NN2C(=S)N(c3ccccc3)C(=O)C2CC(N)=O)c1 (centres undefined)	i	i	i	-1.0	i	i	i	i	0.2	i	i
O=C(CSc1nc(-c2ccc(F)cc2)nc2ccc(F)cc12)Nc1cccc(C(=O)O)c1	i	i	i	-1.8	i	i	i	i	67.6*	i	i
COc1ccc(NC(=O)C2CCCN(S(=O)(=O)c3cccs3)C2)cc1OC (centres undefined)	i	i	i	5.2	i	i	i	i	10.3	i	i
COc1ccc(NS(=O)(=O)c2ccc3nc(COc4cccc5ccccc45)[nH]c3c2)cc1	8.5*	i	i	13.8	i	i	i	i	70.8*	i	i
O=C(Nc1ccc(F)cc1)N1CCN(C(=O)C2CCCO2)CC1 (centres undefined)	i	i	i	10.4	i	i	i	i	5.1	i	i
Clc1ccccc1N1CCN(Cc2ccco2)CC1	i	i	i	-1.3	i	i	i	i	-0.8	i	i
Cc1ccc(S(=O)(=O)c2c(N)n(C)c3nc4ccccc4nc23)cc1	i	i	i	-148.3	i	i	i	i	1.5	i	i
O=C1c2ccccc2C(=O)N1CC(=O)N1c2ccccc2Sc2ccccc21	i	i	i	0.2	i	i	i	i	-3.1	i	i
CCc1ccc(NC(=O)C(NS(=O)(=O)c2ccc3c(c2)CCN3C(C)=O)C(C)C)cc1 (centres undefined)	i	i	i	1.3	i	i	i	i	-2.0	i	i
COc1cc(/C=C(\NC(C)=O)C(=O)N2CCCCC2)ccc1OC(C)=O	i	i	i	0.8	i	i	i	i	1.2	i	i
O=S(=O)(Nc1c(O)ccc2ccccc12)c1ccc(F)cc1	i	i	40.2*	1.1	i	i	i	i	16.0	i	i
CCOCCCNC(=O)C1CCCN1S(=O)(=O)c1ccc(Cl)cc1 (centres undefined)	i	i	i	-3.9	i	i	i	i	-25.4	i	i
Cn1c(NNC(=O)CCC2CCCCC2)cc(=O)n(C)c1=O	i	i	i	?	i	i	i	i	4.3	i	i
CCC(=O)Nc1ccc2oc(-c3cccnc3)nc2c1	i	i	i	-53.1	i	i	i	i	-1.1	i	i
COc1ccc(C(C(=O)NC2CCCCC2)N(CC2CCCO2)C(=O)C2COc3ccccc3O2)cc1OC (centres undefined)	i	i	i	10.9	i	i	i	i	-1.9	i	i
CCCCOC(=O)c1ccc(NC(=O)c2c(OC)cccc2OC)cc1	i	i	i	1.5	i	i	i	i	4.3	i	i
C=CCNC(=O)C1CC(=O)N(c2ccc(OCC(=O)Nc3ccccc3)cc2)C1 (centres undefined)	i	i	i	-2.0	i	i	i	i	-6.3	i	i
C=CCNC(=O)C1CC(=O)N(c2ccc(C)cc2)C1 (centres undefined)	i	i	i	3.2	i	i	i	i	-0.9	i	i
COc1cc(/C=C2\CC/C(=C\c3ccc(OCCO)c(OC)c3)C2=O)ccc1OCCO	i	i	i	8.5	i	i	i	i	37.7	i	i
c1ccc(NCc2nc(-c3ccccc3)no2)cc1	i	i	i	0.4	i	i	i	i	23.1	i	i
COc1ccc(CSCC(=O)N/N=C/c2ccccc2O)cc1	i	i	i	-5.4	i	i	i	i	23.3	i	i
Cc1[nH]c2ccccc2c1CN1CCC(CO)(Cc2ccccc2)CC1	i	i	i	-3.5	i	i	i	i	-0.3	i	i
Cc1ccccc1-n1nc2c(c1NC(=O)c1cccs1)CS(=O)(=O)C2	i	i	i	2.7	i	i	i	i	-1.4	i	i
FC(F)(F)c1cccc(NC(=S)N(CCCN2CCCC2)Cc2cccn2Cc2ccc(Cl)cc2)c1	i	i	i	-0.2	i	i	i	i	-5.4	i	i
O=C(Nc1ccc(Cl)cc1)Nc1ccc(N2CCC(C(F)(F)F)CC2)nc1	i	i	i	-10.5	i	i	i	i	-0.6	i	i
CN(C(=O)C1CCCO1)C1CCS(=O)(=O)C1 (centres undefined)	i	i	i	-5.6	i	i	i	i	0.8	i	i

More records.
SMILES	RGS4 block	TMEM16A act	MrgX1 agonist	HDAC3 inhib	TMEM16A inh	MrgX1 antag	TRPC6 activator	RGS4 pot	SKKanGAS inh	MrgX1 allo act	TRPC6 inh
Cc1c(NC(=O)c2ccc(N(C)S(=O)(=O)c3ccccc3)cc2)c(=O)n(-c2ccccc2)n1C	i	i	i	-0.3	i	i	i	i	-2.8	i	i
Cc1sc(NC(=O)Cn2[nH]c(=O)c3ccccc3c2=O)nc1-c1ccccc1	i	i	i	-0.4	i	i	i	i	7.0	i	i
O=C(Nc1ncccn1)C1CCCN1S(=O)(=O)c1ccc(Cl)c(Cl)c1 (centres undefined)	i	i	i	7.6	i	i	i	i	7.5	i	i
O=S(=O)(NCc1ccco1)c1ccccc1Br	i	i	i	3.5	i	i	i	i	1.6	i	i
Cc1cc(C)c(C)c(S(=O)(=O)ON2C(=O)c3ccccc3C2=O)c1C	i	i	i	0.8	i	i	i	i	-7.1	i	i
CC(C)Oc1ccc(Cc2cnc(=S)[nH]c2N)cc1	i	i	i	0.4	i	i	i	i	-2.0	i	i
CCOc1ccccc1N1CCN(c2ncnc3scc(-c4ccc(OC)cc4)c23)CC1	i	i	i	0.7	i	i	i	-10.7*	35.5	i	i
